GPR35 antagonists – GPR35 antagonists blocking zaprinast-driven arrestin recruitment, primary screen, imaging, U2OS, beta-arrestin-GFP, zaprinast agonist (AID 2058); G-protein coupled receptor 35 (Homo sapiens); U2OS GPR35 beta-arrestin-GFP translocation imaging, zaprinast antagonism; higher % means a stronger effect; inhibition, % at 10 µM; hits with a dose series show IC50 in µM; actives 0.052% (n = 290,000);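 active = inhibition of at least 50% with at least 30 cells and total cytoplasm GFP at most 10,000,000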
SIAH1 antagonists – Siah-1 peptide-binding antagonists, primary screen, biochemical, fluorescence polarization, rhodamine-plectin, uHTS (AID 1817). E3 ubiquitin-protein ligase SIAH1 (Homo sapiens). Siah-1 / rhodamine-plectin peptide fluorescence polarization; higher % means a stronger effect. one-dose displacement, % at 20 µM; IC50 in µM for titrated hits. actives 0.02% (n = 290,000);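 active = displacement of at least 50% at 20 µM, with a fluorescence ratio check between 0.3 and a set limit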;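 note: plate controls were Siah plus tracer with DMSO for no effect and tracer alone without Siah for full effect; strong numbers were not always called active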
LYP inhibition – inhibitors of LYP phosphatase, biochemical, fluorescence intensity, uHTS (AID 1779); recombinant LYP phosphatase, fluorescence intensity; higher % means a stronger effect; Tyrosine-protein phosphatase non-receptor type 22 (Homo sapiens); inhibition, % at 11.5 µM, or IC50 in µM where a hit was titrated; actives 0.054% (n = 290,000); in the data active = inhibition above about 50%;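 note: plate controls were vehicle with enzyme for no effect and no enzyme for full effect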
GPR55 antagonists – GPR55 antagonists blocking LPI-driven arrestin recruitment, primary screen, imaging, U2OS, beta-arrestin-GFP, LPI agonist (AID 2013) | U2OS GPR55 beta-arrestin-GFP translocation imaging, LPI antagonism; higher % means a stronger effect | one-dose inhibition, % at 10 µM; IC50 in µM for titrated hits | actives 0.13% (n = 290,000);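 active = spots per cell inhibited over 60%, with over 100 cells counted and total cytoplasm intensity under 500,000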;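 note: U2OS cells stably carrying GPR55 and arrestin-GFP stimulated by 5 µM LPI near EC80; imaged beta-arrestin-GFP aggregate spots per cell after agonist stimulation; plate controls were LPI-stimulated DMSO wells for no effect and DMSO wells without LPI for full effect; some results filed as inactive read as strong as hits; confirmed hits need IC50 under 10 µM and bright autofluorescent wells are also inconclusive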
HIV peptide binding – inhibitors of HIV fusion peptide binding, primary screen, biochemical, uHTS, fluorescence dequenching (AID 1986) | cell-free peptide binding, fluorescence dequenching, 30 min; higher % means a stronger effect | actives 0.3% (n = 290,000) | inhibition, % at 20 µM; hits with a dose series show IC50 in µM; in the data active = inhibition mostly above about 52%, no sharp cut-off; inactive = mostly below about 76%; note: some results filed as inactive read as strong as hits
MgcRacGAP inhibition – MgcRacGAP GTPase-activating activity inhibitors, confirmation, biochemical, ADP Hunter fluorescence | MgcRacGAP-stimulated Rac1 GTP hydrolysis, ADP Hunter fluorescence; higher % means a stronger effect; GST-tagged Rac1 F28L mutant substrate | actives 0.6% (n = 340,000) | one-dose inhibition, % at 30 µM; IC50 in µM for titrated hits;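 active = first-screen hits whose inhibition reached a set limit at any dose in the follow-up dose series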;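 note: fluorescence reports GDP produced by GAP-driven GTP hydrolysis; strong numbers were not always called active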
NTR1 agonist – agonists of NTR1, primary screen, imaging, U2OS cells, beta-arrestin-GFP, high content (AID 493036). NTR1-U2OS beta-arrestin-GFP spot imaging, agonist mode. actives 0.17% (n = 330,000). Neurotensin receptor type 1 (Homo sapiens), P30989. activation, % at 20 µM;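 active = activation at or above 40% of the spot to cytoplasm intensity ratio, with at least 20 cells analyzed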;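 note: 0% = DMSO without peptide and 100% = 100 nM NTR1 peptide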
Target sequence (P30989 whole entry, looked up): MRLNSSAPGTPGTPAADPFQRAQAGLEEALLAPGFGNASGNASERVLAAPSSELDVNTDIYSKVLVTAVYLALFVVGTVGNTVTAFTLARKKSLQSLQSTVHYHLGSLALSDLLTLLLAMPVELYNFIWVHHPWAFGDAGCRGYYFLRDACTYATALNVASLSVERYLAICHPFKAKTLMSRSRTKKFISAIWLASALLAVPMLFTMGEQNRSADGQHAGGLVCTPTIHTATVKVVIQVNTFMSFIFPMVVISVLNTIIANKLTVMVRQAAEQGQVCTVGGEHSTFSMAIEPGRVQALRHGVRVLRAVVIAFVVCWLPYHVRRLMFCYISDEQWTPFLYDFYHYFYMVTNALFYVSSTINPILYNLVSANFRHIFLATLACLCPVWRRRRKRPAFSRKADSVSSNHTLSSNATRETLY
Myeloid diff MLP – induction of myeloid progenitor differentiation, primary screen, cell-based, flow cytometry, MLPCN library; actives 1% (n = 360,000); ER-HoxA9 myeloid progenitors, lysozyme-GFP differentiation; AID 624256, 2012; calls only at 10 µM;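 active = normalized GFP-positive differentiation at or above the plate's own cutoff, the solvent-only control mean plus 3 SD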;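 note: cells exposed to compound for four days before flow analysis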
PhoP inhibition – inhibitors of PhoP regulon expression, primary screen, Salmonella Typhimurium, GFP reporter (AID 1863) | S. Typhimurium PhoP-regulated promoter GFP reporter, 4 h; higher % means a stronger effect | inhibition, % at 50 µM; hits with a dose series show IC50 in µM | actives 0.16% (n = 300,000);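 active = inhibition over 29.93%, a cutoff 3 SD above the screen mean, later confirmed by dose response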;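 note: 0% = low Mg2+ inducing control and 100% = high Mg2+ repressing control; strong numbers were not always called active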
NTR1 agonist cell count 20 µM – recorded beside NTR1 agonist, whose call it bears; cell count; measured here: cell count, cytotoxicity flag
Myeloid diff MLP GFP+ MAC1+ % – also measured in Myeloid diff MLP; calls as there; GFP+ MAC1+ double positive, %; measured here: differentiation confirmed by MAC1 staining
The depositor's hits bear a star; i = inactive; x = not tested or not shown; + = active, no number; & = joins results of further samples.

SMILES	GPR35 antagonists	SIAH1 antagonists	LYP inhibition	GPR55 antagonists	HIV peptide binding	MgcRacGAP inhibition	NTR1 agonist	NTR1 agonist cell count 20 µM	Myeloid diff MLP	Myeloid diff MLP GFP+ MAC1+ %	PhoP inhibition
Cc1cccc(-c2nc3c(c(SCC(=O)N4CCOCC4)n2)Cc2c(CO)cnc(C)c2O3)c1	-26%	-6%	-11%	-6%	3.1%	8%	5.0	53	i	0.0	-1%
COC(=O)c1ccc(NC(=O)CN2CCCC2)cc1	3%	-2%	-2%	4%	3.5%	9%	-1.7	76	i	1.1	4%
N#Cc1cc(Oc2cccnc2)c(Oc2cccnc2)cc1C#N	-3%	7%	-8%	-1%	2.2%	1%	-1.0	56	i	1.2	-10%
Cc1cc(C)n(-c2nnc3c4ccccc4n(C)c3n2)n1	44%	13%	-8%	-13%	1.5%	15%	0.1	41	i	0.7	-4%
CCCCN(C)Cc1c(C)[nH]c2ccccc2c1=O	8%	2%	3%	11%	1.4%	6%	-0.6	45	i	0.2	4%
CC(C(=O)O)n1ncc2ccccc2c1=O (centres undefined)	1%	2%	-8%	7%	1.7%	8%	2.6	40	i	0.4	-12%
O=C(CSc1nc(-c2ccco2)cc(C(F)(F)F)n1)Nc1ccccc1C(F)(F)F	5%	-1%	-1%	-4%	3.6%	1%	0.1	53	i	8.5	5%
Cc1ccc(NN=C2C(=O)OC(C)(C)OC2=O)c(C)c1	4%	7%	16%	3%	0.3%	9%	-0.2	42	i	1.0	-4%
CN(Cc1ccccn1)C(=O)C1CCC(=O)N(CCc2ccc(Cl)cc2)C1 (centres undefined)	-1%	18%	-14%	8%	1.1%	-3%	0.1	76	i	1.2	2%
Cc1ccccc1NC(=O)Cc1cccs1	5%	4%	-9%	-7%	-1.3%	8%	0.2	61	i	0.5	2%
Brc1ccccc1-n1nnc(-c2ccnc3ccccc23)n1	-1%	-5%	-5%	6%	-1.9%	11%	3.6	68	i	2.7	3%
CC(Nc1nc(N2CCN(S(C)(=O)=O)CC2)nc2ccccc12)c1ccccc1 (centres undefined)	-9%	8%	-3%	20%	0.9%	6%	-1.0	68	i	0.6	11%
COc1cc(-c2noc(CCCC(=O)NCc3ccccc3)n2)cc(OC)c1OC	-1%	-2%	-6%	-4%	-0.2%	1%	0.9	45	i	7.2	11%
CCCCN(C(=O)NC(=O)Nc1ccccc1C)S(C)(=O)=O	-6%	3%	-6%	12%	0.2%	6%	-0.6	76	i	2.1	-3%
CCc1cc2c(=O)c(-c3ccc4c(c3)OCO4)coc2c(CN(C)C)c1O	-13%	4%	1%	5%	-1.1%	6%	2.4	88	i	0.8	-3%
CCn1c(/C=C2\C(=O)Nc3ccccc32)nc2ccccc2c1=O	10%	-4%	-2%	11%	-2.2%	8%	0.6	67	i	0.3	-9%
CCCS(=O)(=O)N1CCN(C(=O)COc2ccccc2)CC1	-10%	1%	-1%	-1%	4.2%	4%	1.6	73	i	0.7	1%
Cc1ccc(NS(=O)(=O)c2ccc(Br)cc2)nc1	7%	-3%	-7%	15%	2.4%	x	-1.1	33	i	0.3	6%
CCOC(=O)CN1C(=O)N[C@@H](c2cccc(C(F)(F)F)c2)[C@@H](C(=O)OC)[C@H]1C	x	x	x	x	x	-1%	-4.0	84	i	0.8	-5%
CC(C)(C)OC(=O)C(Cc1ccc(OC(C)(C)C)cc1)NC(=O)CNC(=O)CNC(=O)OCc1ccccc1 (centres undefined)	10%	0%	3%	0%	0.2%	3%	1.5	59	i	0.6	-6%
O=C1C(=Cc2ccc(Br)o2)C(=O)c2ccccc21	49%	-2%	2%	73%	46%	0%	x	x	i	0.6	10%
CCCCN(CC)CCCNC(=S)Nc1ccc2nc(N3CCN(CC)CC3)cc(C)c2c1	-2%	-5%	2%	6%	-3.3%	24%	3.8	56	i	0.1	1%
O=C(c1ccco1)N1CCN(C(=S)Nc2ccc(F)cc2)CC1	-12%	0%	-6%	-8%	-1.0%	11%	0.1	62	i	1.0	-1%
COc1cc(/C=N/NC(=O)C2=NNC(=O)C2C)ccc1O (centres undefined)	-1%	-5%	-9%	-4%	-2.9%	76µM*	1.2	61	i	0.6	-11%
CCN(CCCNC(=O)CCC(=O)N1CCOc2ccccc21)Cc1ccccc1	-1%	-1%	-7%	4%	-2.1%	8%	-0.7	101	i	6.9	x
Cc1cc(NS(=O)(=O)c2ccc(NC(=O)/C=C/c3ccccc3)cc2)no1	-12%	1%	-3%	-2%	2.3%	4%	-0.1	36	i	1.0	7%
CCOC(=O)C(C(=O)NCc1ccc(C)cc1)c1ncc(C(F)(F)F)cc1Cl (centres undefined)	7%	0%	-7%	23%	0.7%	10%	1.0	54	i	0.8	-2%
O=C(Nn1c(C2CCCCC2)nc2ccccc2c1=O)c1cc(Cl)ccc1[N+](=O)[O-]	2%	-3%	-10%	19%	1.4%	13%	-1.0	75	i	0.1	-8%
CC1CCN(CCCNC(=O)COc2cc(=O)n(C)c3ccccc23)CC1	0%	4%	-6%	28%	-2.5%	7%	2.5	78	i	0.7	4%
COC(=O)c1ccc(CSc2nc3c(cnn3-c3ccccc3)c(=O)[nH]2)o1	-11%	6%	-3%	-14%	2.0%	9%	3.4	68	i	1.0	-8%
CCOc1ccc2c(c1)C(C)=CC(C)(C)N2C(=O)Nc1ccccc1	-3%	1%	-8%	8%	-0.7%	13%	1.8	47	i	3.2	-5%
CCC1=NN2C(=N)/C(=C\c3cccn3-c3c(C)cccc3C)C(=O)N=C2S1	-13%	5%	5%	-2%	26%	2%	-1.4	87	i	0.2	-6%
COc1ccc(-c2ccc(SCC(=O)N3CCOCC3)nn2)cc1	-31%	-3%	-8%	2%	13%	9%	0.6	57	i	1.5	25%
CCCC(CCC)C(=O)OC1C[C@H]2CC[C@@H](C1)[N+]2(C)C (some centres undefined)	-6%	1%	-4%	2%	3.4%	4%	-0.1	58	i	0.4	5%&-7%
CSCC[C@H](NC(=O)C1=NN(c2c(F)c(F)cc(F)c2F)C(=O)CC1)c1nc2ccccc2[nH]1	-1%	-2%	-2%	12%	1.2%	5%	0.4	57	i	0.0	-6%
C/C(=N\Nc1cc(N2CCOCC2)nc(C)n1)c1cccc([N+](=O)[O-])c1	17%	-1%	7%	10%	2.0%	-3%	3.7	31	i	0.1	3%

Structures listed so far that bear a hit mark in MgcRacGAP inhibition:
smiles	GPR35 antagonists	SIAH1 antagonists	LYP inhibition	GPR55 antagonists	HIV peptide binding	MgcRacGAP inhibition	Myeloid diff MLP GFP+ MAC1+ %	PhoP inhibition
COc1cc(/C=N/NC(=O)C2=NNC(=O)C2C)ccc1O (centres undefined)	-1%	-5%	-9%	-4%	-2.9%	76µM*	0.6	-11%

Only PhoP inhibition and Myeloid diff MLP (two entries from above):
| SMILES | PhoP inhibition | Myeloid diff MLP |
| --- | --- | --- |
| CC1CCN(CCCNC(=O)COc2cc(=O)n(C)c3ccccc23)CC1 | 4% | i |
| C/C(=N\Nc1cc(N2CCOCC2)nc(C)n1)c1cccc([N+](=O)[O-])c1 | 3% | i |

Later entries
SMILES	GPR35 antagonists	SIAH1 antagonists	LYP inhibition	GPR55 antagonists	HIV peptide binding	MgcRacGAP inhibition	NTR1 agonist	NTR1 agonist cell count 20 µM	Myeloid diff MLP	Myeloid diff MLP GFP+ MAC1+ %	PhoP inhibition
CCN(C(=O)CSc1nc2ccccc2c(=O)n1-c1ccc(C)cc1)C1CCS(=O)(=O)C1 (centres undefined)	2%	6%	-5%	-1%	-1.1%	7%	0.3	44	i	0.3	5%
Cc1ccc2oc(=O)n(CC(=O)c3ccc(F)cc3)c2c1	-4%	-3%	-5%	1%	-0.2%	6%	-0.9	64	i	0.8	0%
COc1cc(-c2nnc(CSc3nnc(N)s3)o2)cc(OC)c1OC	-6%	-3%	-4%	10%	2.1%	2%	4.8	46	i	0.5	-4%
COc1ccccc1CCC(=O)OCC(=O)Nc1cc(C)nn1-c1ccccc1	x	x	x	x	x	4%	1.6	55	i	0.7	-9%
Cc1cccc(NC(=S)N(CCN2CCOCC2)Cc2ccccc2F)c1	11%	-4%	-2%	9%	0.0%	5%	0.6	69	i	0.6	-5%
COc1cc2cc(C(=O)NCCc3ccccc3)[nH]c2cc1OC	-6%	-1%	-15%	3%	0.6%	10%	-0.9	81	i	0.5	16%
COc1ccccc1N1N=C(c2ccc([N+](=O)[O-])cc2)CC1c1ccccc1 (centres undefined)	19%	8%	-2%	25%	8.1%	12%	2.9	50	+	13*	0%
CCCc1nc(NC(=O)c2ccccc2)nc(NC(=O)c2ccccc2)n1	4%	-2%	-2%	2%	-0.8%	4%	0.0	99	i	0.4	2%
COc1cccc([C@@H]2CC=C(C(=O)O)[C@H](c3ccc(Cl)cc3)N2S(=O)(=O)c2ccc(C)cc2)c1	x	x	x	x	x	4%	-1.0	93	i	1.3	12%
CCN(CC)CCCNc1nc(C)cc(COC)c1C#N	-6%	-2%	-4%	-2%	2.4%	8%	-1.3	65	i	0.9	-5%
Cc1ccccc1-c1nc(CN2CCC(C(=O)NCCCN3CCCC(C)C3)CC2)c(C)o1 (centres undefined)	6%	10%	-15%	22%	3.1%	6%	-1.1	50	i	0.4	-7%
COc1cccc(-c2cc(C(=O)Nc3ccc([N+](=O)[O-])cn3)c3ccccc3n2)c1	9%	-2%	-2%	-4%	-0.3%	5%	3.8	58	i	0.5	-18%
O=C(N/N=C/C=C/c1ccccc1)c1cccnc1	11%	14%	-5%	9%	1.5%	5%	-0.3	53	i	1.0	-3%
COc1cccc(C2CC(c3ccc(C)cc3)n3nc(N)nc3N2)c1 (centres undefined)	4%	0%	2%	7%	0.2%	0%	-2.5	45	i	1.1	-14%
O=C(N/N=C/c1ccnc2ccccc12)c1ccccc1O	-10%	-2%	6%	-3%	0.8%	7%	-0.9	99	i	1.0	-5%
COc1ccc(-c2coc3c(CN4CCCCC4C)c(O)ccc3c2=O)cc1 (centres undefined)	2%	8%	-5%	2%	-1.1%	13%	-2.0	91	i	0.6	0%
COCCn1c(C)cc(C(=O)CSc2ncnc3sc4c(c23)CCC4)c1C	-7%	8%	2%	-10%	-1.8%	3%	x	x	i	1.0	-2%
CCc1nc(N)c(C#N)c(-c2ccncc2)c1C	-1%	0%	-10%	-6%	-0.9%	10%	1.6	74	i	0.6	-6%

Bioassay records: PubChem, several laboratories
